KDM5B inh – Primary screen for KDM5B Histone Demethylases FDH-coupled qHTS; Lysine-specific demethylase 5B (Homo sapiens), Q9UGL1; KDM5B demethylase, FDH-coupled NADH fluorescence (FDH is formaldehyde dehydrogenase); Potency, µM (doses to about 57.7 µM), without a hit: at the highest dose activity change, negative = inhibition, most hits filed as inhibitors; 220,000 compounds, 2.6% hits; active = well fitted inhibition curve with a large enough effect; inconclusive = small, poorly fitted or top-dose-only effect; inactive = no such curve, though single readings can be large or run the other way; note: 0% is about no effect; nearly all actives have a fitted effect of over 70% in size
Target sequence (Q9UGL1 whole entry, looked up): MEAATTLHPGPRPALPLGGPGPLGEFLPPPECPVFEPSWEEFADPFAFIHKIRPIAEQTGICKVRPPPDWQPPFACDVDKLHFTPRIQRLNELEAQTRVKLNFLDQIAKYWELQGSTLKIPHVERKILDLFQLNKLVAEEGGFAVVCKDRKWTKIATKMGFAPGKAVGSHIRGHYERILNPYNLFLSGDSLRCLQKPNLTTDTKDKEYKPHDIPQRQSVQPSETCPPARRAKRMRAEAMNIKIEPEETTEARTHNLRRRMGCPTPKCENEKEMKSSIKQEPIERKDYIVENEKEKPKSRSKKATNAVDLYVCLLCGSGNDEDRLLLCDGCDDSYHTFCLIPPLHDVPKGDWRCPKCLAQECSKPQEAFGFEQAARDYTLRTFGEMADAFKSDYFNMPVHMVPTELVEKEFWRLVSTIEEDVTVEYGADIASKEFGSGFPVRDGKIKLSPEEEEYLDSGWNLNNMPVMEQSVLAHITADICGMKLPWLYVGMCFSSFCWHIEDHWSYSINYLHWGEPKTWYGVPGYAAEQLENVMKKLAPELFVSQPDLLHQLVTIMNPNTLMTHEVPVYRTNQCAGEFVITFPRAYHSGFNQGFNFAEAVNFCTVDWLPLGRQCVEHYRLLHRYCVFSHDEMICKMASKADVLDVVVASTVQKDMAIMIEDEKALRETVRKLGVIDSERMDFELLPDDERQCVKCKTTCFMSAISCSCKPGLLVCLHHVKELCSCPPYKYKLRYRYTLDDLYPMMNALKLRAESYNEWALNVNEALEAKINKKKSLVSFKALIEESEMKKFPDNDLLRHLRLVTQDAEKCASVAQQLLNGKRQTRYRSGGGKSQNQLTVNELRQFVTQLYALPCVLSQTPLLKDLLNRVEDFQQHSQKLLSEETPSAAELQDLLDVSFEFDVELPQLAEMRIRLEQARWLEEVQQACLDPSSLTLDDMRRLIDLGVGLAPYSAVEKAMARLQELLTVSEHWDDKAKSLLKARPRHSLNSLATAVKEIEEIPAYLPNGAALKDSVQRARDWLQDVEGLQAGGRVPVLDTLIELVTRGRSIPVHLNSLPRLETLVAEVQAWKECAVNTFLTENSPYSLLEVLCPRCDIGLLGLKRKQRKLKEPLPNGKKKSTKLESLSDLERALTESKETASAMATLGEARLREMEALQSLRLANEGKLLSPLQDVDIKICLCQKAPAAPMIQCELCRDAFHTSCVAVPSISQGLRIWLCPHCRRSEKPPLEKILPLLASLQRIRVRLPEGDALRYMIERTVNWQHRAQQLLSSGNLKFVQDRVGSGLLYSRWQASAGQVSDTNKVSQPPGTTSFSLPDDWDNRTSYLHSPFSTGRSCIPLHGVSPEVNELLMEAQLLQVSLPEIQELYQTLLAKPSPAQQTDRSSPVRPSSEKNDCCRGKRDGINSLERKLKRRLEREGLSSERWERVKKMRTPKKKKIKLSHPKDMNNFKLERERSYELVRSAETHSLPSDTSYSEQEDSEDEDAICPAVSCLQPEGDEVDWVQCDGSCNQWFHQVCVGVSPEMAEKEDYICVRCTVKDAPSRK
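Compound dilutions met 200 nM (final) KDM5BΔAP for 10 min at room temperature before substrate addition. The substrate mix held 12.5 µM H3K4me3 with cofactors 25 µM α-ketoglutarate and 50 µM Fe²⁺. NADH signal gain over 30 min defined activity.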
* = called active by the depositor; ? = inconclusive; & = joins results of further samples; [ ] = remark or other dose. Potency is the fitted concentration of half-maximal effect.

SMILES	KDM5B inh
COc1cc(/C=C/C(=O)C23CC4CC(CC(C4)C2)C3)cc(Br)c1O	-12.8%
OC1(c2ccc(F)cc2)CCN(c2nccc(-c3ccccn3)n2)CC1	?
COc1ccc(CC(=O)N2C[C@@H](C(N)=O)[C@H](c3nc(C)no3)C2)cc1Cl	-8.6%
COc1ccccc1Cn1c(C)nc2ccccc21	27.7%
CC1(c2ccc3c(c2)OCO3)NC(=O)N(Cc2coc(-c3cccs3)n2)C1=O (stereo not given)	-13.0%
O=C(O)CCCC1OC(CCCC(=O)O)OC(CCCC(=O)O)O1 (stereo not given)	17.2%
CCOc1ccc(NC(=O)C2CCN(C(=O)N3CC(C)Oc4ccc(Cl)cc43)CC2)cc1 (stereo not given)	?
CSc1ccc(Cl)c(C(=O)Nc2ccc(F)c(F)c2)c1	7.8%
Cc1ccc(C(=O)n2nc(NCc3ccccc3)nc2NCc2ccccc2)cc1	?
COc1cc(-c2nc3ccc(Cl)cn3c2Nc2ccc3c(c2)OCO3)ccc1O	?
CCN1CCC(N2CCC3(CC2)NCCc2c3[nH]c3ccc(OC)cc23)CC1	?
Cc1ccc(C(=O)N2CCC(c3n[nH]c(=O)n3Cc3ccc(F)cc3)CC2)s1	-1.5%
O=C1NC(C(=O)N2CCN(c3ncccn3)CC2)CN1Cc1ccccc1 (stereo not given)	?
O=C(Nc1nnc(SCc2ccccc2)s1)c1cc(=O)c2ccccc2o1	-0.7%
CCCCc1ccc(NC(=O)Cn2ccn3nc(-c4ccc(F)cc4)c(CO)c3c2=O)cc1	?
COc1cc(=O)n2c(c1C(=O)Nc1ccc(Br)cc1F)CCCC2	-1.3%
COc1ccccc1CNC(=O)CN1N=C(c2ccccc2)CCC1=O	-10.7%
CCNC(=O)N[C@H]1[C@H](O)[C@@H](N2CCC(Cc3ccccc3)CC2)[C@@H]2OC[C@H]1O2	-31.7%[86.2 µM]
S=C(NCCSc1ccc(Cl)cc1)Nc1cccc(Cl)c1	-21.2%
NC(=O)CCN(Cc1ccccc1)C(=O)C1CCN(C(=O)C2CCCC2)CC1	-15.3%
Cc1cccc(C(C)C)c1NC(=O)CCc1ncc(-c2ccccc2)o1	3.8%
CNC(=O)[C@@H]1CN(Cc2ccc(Br)cc2F)C[C@H]1CO	12.0%
O=C([C@@H]1C[C@H](Oc2cccnc2)CN1C(=O)c1ccncc1)N1CCCC1	-18.2%
O=c1[nH]c(N2CCOCC2)nc2c1CCN(Cc1ccc(F)cc1)CC2	-16.7%
NCc1ccc(NC(N)=O)cc1	32.1%
CCN(Cc1ccccc1)C(=O)COc1ncnc2ccc(Br)cc12	15.2%
CC(=O)c1cccc(Nc2ncnc3c2cnn3-c2cccc(Cl)c2)c1	16.7%
Cc1ccc(C2Cn3nnc(C(=O)N4CCC(C(=O)Nc5ccc(Cl)cc5)CC4)c3CO2)cc1 (stereo not given)	-14.4%
CCN1C(=O)CCN(S(=O)(=O)c2cccc3cccnc23)CC12CCOCC2	-4.0%
Cc1csc2nc(-c3ccc(NS(=O)(=O)c4cccs4)cc3)cn12	3.0%
O=C(NCCC(=O)N(Cc1ccccc1F)C1CC1)c1ccc(Cl)cc1	6.2%
CCOc1ccc(C(=O)N2CCN(c3cc(-c4ccc(OC)cc4)[nH]n3)CC2)cc1	3.1%
CN1C(=O)Cc2cc(-c3csc(NC(C)(C)C)n3)ccc21	2.5%
COc1ccc(C(=O)Nc2cccc(-c3nnc4n3CCCC4)c2)c(C)c1	-7.8%
CCOC(=O)c1sc2ccccc2c1S(=O)(=O)Nc1cccc(OC)c1	2.0%
CCn1c(CN2CCOCC2)nnc1SCC(=O)Nc1ccc(C(C)=O)cc1	4.9%
CCn1cc(C(=O)N2CCN(C)CC2c2ccccc2)c2ccccc21 (stereo not given)	9.4%
COc1ccc(F)cc1S(=O)(=O)NCCc1csc(-c2ccc(Cl)cc2)n1	?
Cc1cc(Nc2ccccc2F)n2nc(Cc3ccc(Cl)cc3)nc2n1	?
CC(=O)Nc1ccc(C(C)=O)cc1OCc1ccccc1C	-15.6%
Cc1c(-c2nsc(NC(=O)c3cccs3)n2)nnn1-c1ccc(F)cc1	-29.1%
CCOC(=O)c1cnc(Nc2ccc(C)cc2)c2ccccc12	-26.3%
CN1CCC(NC[C@H]2O[C@@H]3C[C@@H](CC(=O)NCc4cnn(C)c4)O[C@@H]3[C@@H]2O)CC1	14.1%[86.2 µM]
COc1cc(Cl)ccc1C(=O)N1CCC2(CC1)NC(=O)N(c1ccccc1)N2	?
COc1ccc(/C=C(/C#N)C(=O)c2c(Cl)cccc2Cl)cc1	?
O=c1c2sccc2n(Cc2cc(=O)n3cc(Cl)ccc3n2)c(=O)n1-c1ccccc1	?
COc1ccc(N(C(=O)c2ccc(OC)c(OC)c2)S(=O)(=O)c2ccc(Cl)cc2)cc1	?
Cc1ccc(-c2cc(C(=O)NCc3ccncc3)c3ccccc3n2)c(C)c1	?
COc1cc2ccccc2cc1C(=O)Nc1cccc(-c2nc3ccccc3o2)c1	?
COc1ccccc1C(=O)N1CCC(C(NC(=O)c2cccs2)C(=O)N2CCCCC2)CC1 (stereo not given)	20.9%
More compounds:
SMILES	KDM5B inh
C[S+](=O)([O-])c1ccc(-c2cc(C(=O)N3CCN(c4ncccn4)CC3)nn3cccc23)cc1	4.6%[115 µM]
COc1cccc(CN[C@@H]2CCC[C@@H](C(=O)NC3CC3)CC(=O)N(C)C2)c1	-1.5%[86.2 µM]
CCOCCn1c(CN2CCc3ccccc3C2)nc2c1c(=O)n(C)c(=O)n2C	-3.7%
CCOC(=O)CSc1nc2ccccc2c(=O)n1-c1cccc(C)c1	-12.0%
O=C(Cc1ccsc1)N1CCC(c2nc3c(nnn3Cc3cccc(Cl)c3)c(=O)[nH]2)CC1	7.9%
O=C(Nc1ccc(Cl)c(-c2nc3cc(Cl)ccc3o2)c1)c1cc([N+](=O)[O-])ccc1N1CCOCC1	-26.0%
Cc1cc(C)c2c(CC(=O)Nc3ccccc3C(F)(F)F)coc2c1	8.5%
Cc1cc2c(cc1S(=O)(=O)CCC(=O)N(C)C1CCCCC1)OCC(=O)N2	5.5%
COc1cc(CNc2nn[nH]n2)ccc1OCc1c(F)cccc1Cl	7.6%
CC(=O)Nc1ccc(CN2CCC3(Cc4ccccc4CN(C(C)=O)C3)C2)cc1 (stereo not given)	-7.2%[115 µM]
Cc1ccccc1N1CC2=C(C1=O)C(c1ccccc1)NC(=O)N2C (stereo not given)	5.8%
O=C(COc1cc2oc(=O)cc(-c3ccccc3)c2cc1Cl)NCCCO	7.4%
Cn1ccc(NC(=O)c2cnc3c(c2)N([S+](=O)([O-])c2cccnc2)CCC3)n1	4.2%[86.2 µM]
O=C(Nc1cccc(-c2nc3cc(Cl)ccc3o2)c1)c1cc([N+](=O)[O-])ccc1N1CCOCC1	18.4%&24.7%
CC(=O)Nc1ccc(NC(=O)C(Cc2ccccc2)NS(=O)(=O)c2ccc3c(c2)oc(=O)n3C)cc1 (stereo not given)	-20.3%
CCCc1ccc(-c2nc(C3CCOC3)no2)cc1 (stereo not given)	-4.4%
CCCCn1nc(C(=O)N(C)CC(=O)Nc2cccc(F)c2)c2ccccc2c1=O	21.2%
CCn1ncc(CN2CCCCCCN(C)C(=O)[C@@H]3CCC[C@@H]32)c1C	-20.9%
CC(=O)C1=C(c2ccc(Br)cc2)N(C(C)=O)n2c(nnc2C2CCCCC2)S1	-8.8%
Cc1cc(SCC(=O)Nc2ccc(F)c(F)c2)nc2ccccc12	-2.9%
CSc1sc(C#N)c2c1/C(=N\O)CCC2	31.8%
COCc1nc(C2CCCN(C(=O)CCC3CCCC3)C2)no1 (stereo not given)	-7.4%
CCOc1ccccc1NC(=O)C(CC(C)C)NS(=O)(=O)c1ccc2c(c1)CCN2C(C)=O (stereo not given)	-13.1%
COc1ccc(CC(=O)Nc2cc(-c3cn4cccnc4n3)ccc2C)cc1OC	?
COCCOCc1nc(C2CCN(C(=O)c3ccncc3)CC2)no1	1.9%
CCN1CCCC1CNC(=O)c1cc2c(OC)c(OC)c(OC)cc2[nH]1 (stereo not given)	?
CCc1ccc(-c2csc(/C(C#N)=C/Nc3ccccc3CC)n2)cc1	-10.1%
Cc1cnc(NC(=O)CCc2ncc(-c3ccccc3F)o2)s1	-7.0%
COc1ccc(NS(=O)(=O)c2cc(Br)cc3c2N(C(=O)C2CC2)CC3)cc1OC	5.6%
CC(C)NC(=O)C[C@@H]1c2nc(NC(=O)N3CCOCC3)sc2C[C@@H]2[C@](C)(CO)[C@H](O)CC[C@]21C	-11.0%
COc1ccc(-n2nc3n(c2=O)CCN([S+](=O)([O-])c2c(C)noc2C)C3)cc1	-10.9%[115 µM]
Cn1cc(C(C(=O)O)N2CCN(c3ncccn3)CC2)c2cc(C(=O)O)ccc21 (stereo not given)	7.2%
Cc1ccn(CC(=O)N2C[C@@H](COc3ccccc3)[C@H](C(N)=O)C2)n1	-17.1%
Cc1cc(C)nc(NC(c2ccsc2)c2cc(C)sc2NC(=O)c2ccco2)n1 (stereo not given)	-20.9%
COc1cccc(Oc2nc(C)nc3c2oc2ccccc23)c1	-21.0%
COCC(=O)N1CCN(C)CC1C(=O)N1CCc2nc[nH]c2C1 (stereo not given)	-18.6%
Cc1cc(NS(=O)(=O)c2ccc(NC(=O)COc3ccc(Br)cc3C)cc2)no1	-8.8%
CCOc1ccc(CNC(=O)CCS(=O)(=O)c2cc3c(cc2Cl)NC(=O)CO3)cc1OC	-16.8%
CC1(C(=O)NCc2ccccc2)CCCCC(=O)N1 (stereo not given)	-3.2%
O=C(c1ccccc1-c1ccccc1F)N1CCCC(CO)(Cc2ccccc2F)C1 (stereo not given)	-6.3%
N#Cc1ccccc1COC(=O)C1COc2ccccc2O1 (stereo not given)	17.9%
CCC(=O)Nc1ccc2nc(SCCOc3cccc(C)c3)sc2c1	-5.0%
CC(C)c1nc2c(c(-c3ccc(Cl)cc3)n1)CCN(Cc1ccc(N(C)C)cc1)CC2	?
CCOc1ccc(CCCC(=O)N2CC[C@@](C)(O)[C@@H](O)C2)cc1C	6.4%
CCS(=O)(=O)NCC(c1ccco1)N1CCN(c2ccc(F)cc2)CC1 (stereo not given)	-1.1%
C/C(=N/Nc1ccc(Cl)c(Cl)c1)c1ccc(C#N)cc1	?
OCc1cc(CC2(NCC3CC3)COC2)no1	-6.1%[115 µM]
Cc1noc([C@@H]2CC(F)(F)CN2C(=O)c2ccoc2C)n1	18.2%
C#CCNC(=O)C[C@@H]1c2nc(NC(=O)C(C)(C)C)sc2C[C@@H]2[C@](C)(CO)[C@H](O)CC[C@]21C	-18.3%
CC(C)CNc1ccc2c(n1)C(C)(C(=O)NC1CCC(O)CC1)CN(Cc1ccccc1)C2 (stereo not given)	221.8%[activator]
Next section
SMILES	KDM5B inh
O=C(NCc1ccc(Cl)cc1)c1ccc(N2CC3CC(C2)[C@H]2CCCC(=O)N2C3)nc1 (stereo not given in full)	?
CC(c1cc2ccccc2o1)N(C)S(=O)(=O)c1cccs1 (stereo not given)	-21.2%
Cc1ccc(-c2cn3c(n2)sc2cc(C(=O)NC4CCCc5ccccc54)ccc23)cc1 (stereo not given)	?
COc1ccc(-c2nnc(SCC(=O)Nc3cccc(C(F)(F)F)c3)nc2-c2ccc(OC)cc2)cc1	?
Cc1ccc(CN2CCc3ncc(C(=O)NCc4ccccc4)n3CC2)o1	-8.0%[86.2 µM]
Fc1ccc2nc(CO[C@H]3CN(Cc4cnc5ccccc5c4)C[C@H]3F)[nH]c2c1	-10.8%[86.2 µM]
N#CCCn1c(=O)c2c(ncn2C2CCCC2)n(Cc2ccccc2)c1=O	-17.3%
COc1ccc(-c2cc3c(cn2)CN(Cc2ccccc2)CCN3)cc1OC	31.6µM*
CCc1cnc2c(c1SC(C(C)=O)C(=O)N(C)C)c(=O)n(C)c(=O)n2C (stereo not given)	?
CC1(C(=O)NCc2cnccn2)CCCc2cnc(NCc3ccccc3)nc21 (stereo not given)	-26.1%[86.2 µM]
Cc1ccc(C(=O)C(Cl)C(=O)c2ccc(C)cc2)cc1	?
CC(=O)c1ccc(N2CCN(c3ccc(NC(=O)c4cccs4)cc3C(=O)O)CC2)cc1	?
COc1ccccc1N1CCN(c2nc(-c3ccc(C)cc3)nc3ccccc23)CC1	-4.3%
Cc1cc(CNC(=O)COc2ccc(C#N)cc2)c2ccccc2n1	6.0%
O=C1CC(c2noc(Cc3ccc(F)cc3)n2)CN1c1ccc(F)c(Cl)c1 (stereo not given)	-23.3%
Cc1ccc(/C=N/NS(=O)(=O)c2ccc(C)c([N+](=O)[O-])c2)o1	-25.7%
O=C(NCc1cccnc1)C1=NOC2CN(C(=O)Nc3cccnc3)CC12 (stereo not given)	-3.9%[115 µM]

Among those listed so far, seven have a cyano group:
SMILES	KDM5B inh
COc1ccc(/C=C(/C#N)C(=O)c2c(Cl)cccc2Cl)cc1	?
CSc1sc(C#N)c2c1/C(=N\O)CCC2	31.8%
CCc1ccc(-c2csc(/C(C#N)=C/Nc3ccccc3CC)n2)cc1	-10.1%
N#Cc1ccccc1COC(=O)C1COc2ccccc2O1 (stereo not given)	17.9%
C/C(=N/Nc1ccc(Cl)c(Cl)c1)c1ccc(C#N)cc1	?
N#CCCn1c(=O)c2c(ncn2C2CCCC2)n(Cc2ccccc2)c1=O	-17.3%
Cc1cc(CNC(=O)COc2ccc(C#N)cc2)c2ccccc2n1	6.0%

Part of the list above in order of count of non-hydrogen atoms, low to high:
SMILES	KDM5B inh
CC(=O)C1=C(c2ccc(Br)cc2)N(C(C)=O)n2c(nnc2C2CCCCC2)S1	-8.8%
Fc1ccc2nc(CO[C@H]3CN(Cc4cnc5ccccc5c4)C[C@H]3F)[nH]c2c1	-10.8%[86.2 µM]
Cc1ccc(C(=O)n2nc(NCc3ccccc3)nc2NCc2ccccc2)cc1	?
CCOc1ccccc1NC(=O)C(CC(C)C)NS(=O)(=O)c1ccc2c(c1)CCN2C(C)=O (stereo not given)	-13.1%

Only part of the results is shown. The share of hits here may be higher or lower than overall.
